Source: PubChem BioAssay
MIN6 prolif – MIN6 beta-cell proliferation induction. AID 2380. proliferation, % at 10 µM. MIN6 cells proliferation, ATPlite luminescence, 48 h; cells starved in 0.2% serum; 100% = growth in 10% serum. 330,000 tested, 0.29% active;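 active = compounds whose signal lies at least 3.5 SD above the mean of all wells on their plate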;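 also: 0% = DMSO-treated cells in low-serum medium and 100% = 10% serum control; some compounds called inactive have numbers as strong as hits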
hIAP inh – human IAP inhibition; P09923; purified IAP, CDP-Star luminescence, 30 min; 330,000 tested, 0.12% active; inhibition, % at 10 µM;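 active = inhibition reaching a set limit with compound at 10 µM in the primary screen, cut at about 35% in these data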;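 also: plate controls were DMSO wells with enzyme for no effect and no-enzyme buffer wells for full effect; values of inactives mirror those of a sister screen read the other way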
Target sequence (P09923 whole entry, looked up): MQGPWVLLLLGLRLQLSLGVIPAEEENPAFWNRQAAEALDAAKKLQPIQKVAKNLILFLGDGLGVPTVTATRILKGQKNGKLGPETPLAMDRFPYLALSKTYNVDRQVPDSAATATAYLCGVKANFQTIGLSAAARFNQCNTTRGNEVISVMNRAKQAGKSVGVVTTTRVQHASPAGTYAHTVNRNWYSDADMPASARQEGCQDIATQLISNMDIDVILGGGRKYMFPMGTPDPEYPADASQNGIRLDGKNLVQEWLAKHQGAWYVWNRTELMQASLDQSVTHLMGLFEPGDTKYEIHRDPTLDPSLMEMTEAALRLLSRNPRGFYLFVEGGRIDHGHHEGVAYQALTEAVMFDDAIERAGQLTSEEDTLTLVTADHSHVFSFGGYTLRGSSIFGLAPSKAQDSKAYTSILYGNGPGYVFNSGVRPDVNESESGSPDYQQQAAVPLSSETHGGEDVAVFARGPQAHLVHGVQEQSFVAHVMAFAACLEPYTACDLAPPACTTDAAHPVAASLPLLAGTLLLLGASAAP
mIAP inh – blocks mouse intestinal alkaline phosphatase; purified mouse IAP, CDP-Star luminescence, 30 min; AID 2806; 330,000 tested, 0.2% active; inhibition, % at 10 µM;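 active = inhibition of at least 40% at 10 µM in the primary screen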;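 also: plate controls were DMSO with enzyme for no effect and no enzyme wells for full effect; values of inactives mirror those of a sister screen read the other way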
A3G deaminase – APOBEC3G (human) deaminase inhibition | 330,000 tested, 0.28% active | recombinant A3G, ssDNA deamination FAM/TAMRA fluorescence | inhibition, % at 20 µM | Q9HC16;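 active = inhibition of at least 40% at 20 µM, with no more than 30% in the related APOBEC3A deaminase screen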;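 also: plate controls were DMSO wells with A3G for no effect and wells lacking A3G enzyme for full effect; some compounds called inactive have numbers as strong as hits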
hIAP act – human IAP activation. purified human IAP, CDP-Star luminescence, 30 min; active compounds read high; 1 = vehicle-only enzyme, 0 = enzyme-free background. 330,000 tested, 0.16% active. activation factor at 10 µM;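 active = activation factor of the enzyme at least 2-fold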; also: the source names both 10 and 20 µM as test concentration; values of inactives mirror those of a sister screen read the other way
mIAP act – mouse IAP activation. activation factor at 10 µM. muIAP, CDP-Star luminescence, 30 min; active compounds read high; 1 = vehicle-only enzyme signal, 0 = enzyme-free wells. AID 2805. 330,000 tested, 0.24% active;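 active = activation factor of at least 2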; also: the source names both 10 and 20 µM as test concentration; values of inactives mirror those of a sister screen read the other way
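Assay system: mouse IAP enzyme; reagent: chemiluminescent substrate CDP-Star; dosing: test compounds delivered from DMSO solution; schedule: 30 min at room temperature; measured by: luminescence from enzymatic CDP-Star hydrolysis; controls: DMSO-only wells and no-enzyme negative control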
MPTP block – inhibitors of mitochondrial permeability transition pore. 360,000 tested, 1.4% active. inhibition, % at 10 µM. isolated mouse mitochondria, Ca2+ swelling absorbance, 30 min;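 active = inhibition of 50% or more, scaled per plate between neutral and stimulator controls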;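 also: 0% = DMSO wells given calcium and 100% = 1 mM EGTA wells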
APOBEC3A inh – human APOBEC3A DNA deaminase inhibition. AID 493011. 330,000 tested, 0.41% active. P31941. recombinant A3A, FAM/TAMRA ssDNA deamination fluorescence. inhibition, % at 20 µM;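 active = at least 40% inhibition at 20 µM here, with at most 30% in a related deaminase screen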;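 also: plate controls were A3A with DMSO for no effect and wells lacking A3A enzyme for full effect; some results filed as inactive read as strong as hits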
Target sequence (P31941 whole entry, looked up): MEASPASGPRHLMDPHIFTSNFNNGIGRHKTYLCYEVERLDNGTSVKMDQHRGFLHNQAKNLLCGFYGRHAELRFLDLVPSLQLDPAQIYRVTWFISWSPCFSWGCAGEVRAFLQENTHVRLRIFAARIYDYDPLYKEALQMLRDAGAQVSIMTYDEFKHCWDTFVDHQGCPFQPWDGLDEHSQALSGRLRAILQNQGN
ATG4B inh – inhibitors of human ATG4B cysteine protease; AID 504462; 340,000 tested, 0.51% active; ATG4B cleavage of LC3-PLA2, NBD-HPC fluorescence, 1 h; inhibition, % at 8.33 µM; Q9Y4P1; in the data active = inhibition above about 40%
* marks the source's active call; other numbers are inactive results.

structure,mIAP act,hIAP act,hIAP inh,APOBEC3A inh,ATG4B inh,MPTP block,mIAP inh,A3G deaminase,MIN6 prolif
CC(=O)NC(CCS(C)(=O)=O)C(=O)Nc1c(C)cccc1C (stereo not drawn),0.94,1.1,-10,-4,-2,-2.1,6,1,1
CC(C(=O)NC(=O)NC1CCCCC1)N1CCN(c2ccc(O)cc2)CC1 (stereo not drawn),0.89,1,-4,-3,1,0.8,11,26,-7
CN1CCN(c2c([N+](=O)[O-])cnc3ccccc23)CC1,1,0.95,5,7,-9,0.3,-2,3,0
O=C(CN1CC(=O)Oc2ccccc21)OCC(=O)c1cccc(Br)c1,0.92,1.5,-46,-6,-10,-0.3,8,-6,-2
COc1cc(OC)cc(C(=O)NNC(=O)CNC(=O)c2cccs2)c1,0.96,1,0,3,-7,0.5,4,1,4
O=C(CSC1CC(=O)N(c2ccc(C(=O)O)cc2)C1=O)Nc1ccc(Cl)cc1 (stereo not drawn),0.88,1.1,-14,1,-1,-2.5,12,0,-3
Cc1onc(-c2ccccc2Cl)c1C(=O)OCc1nnc(-c2ccccc2)o1,1,0.95,5,-1,17,-1.9,-2,-1,2
CCC(=O)Nc1nc2c(c(=O)[nH]1)CCCC2,1,1.1,-12,-3,10,-1.4,-5,-7,1

4 of the compounds above, field by field.
SMILES: Cc1onc(-c2ccccc2Cl)c1C(=O)OCc1nnc(-c2ccccc2)o1
  mIAP act = 1
  hIAP act = 0.95
  hIAP inh = 5
  APOBEC3A inh = -1
  ATG4B inh = 17
  MPTP block = -1.9
  mIAP inh = -2
  A3G deaminase = -1
  MIN6 prolif = 2

SMILES: CN1CCN(c2c([N+](=O)[O-])cnc3ccccc23)CC1
  mIAP act = 1
  hIAP act = 0.95
  hIAP inh = 5
  APOBEC3A inh = 7
  ATG4B inh = -9
  MPTP block = 0.3
  mIAP inh = -2
  A3G deaminase = 3
  MIN6 prolif = 0

SMILES: O=C(CSC1CC(=O)N(c2ccc(C(=O)O)cc2)C1=O)Nc1ccc(Cl)cc1 (stereo not drawn)
  mIAP act = 0.88
  hIAP act = 1.1
  hIAP inh = -14
  APOBEC3A inh = 1
  ATG4B inh = -1
  MPTP block = -2.5
  mIAP inh = 12
  A3G deaminase = 0
  MIN6 prolif = -3

SMILES: CC(C(=O)NC(=O)NC1CCCCC1)N1CCN(c2ccc(O)cc2)CC1 (stereo not drawn)
  mIAP act = 0.89
  hIAP act = 1
  hIAP inh = -4
  APOBEC3A inh = -3
  ATG4B inh = 1
  MPTP block = 0.8
  mIAP inh = 11
  A3G deaminase = 26
  MIN6 prolif = -7

Next section.
structure,mIAP act,hIAP act,hIAP inh,APOBEC3A inh,ATG4B inh,MPTP block,mIAP inh,A3G deaminase,MIN6 prolif
Cc1cccc(NC(=O)c2ccc3c(c2)C(=O)N(c2ccccc2C)C3=O)n1,1,1,-5,3,4,-0.9,-4,3,4
CC(C(=O)N1CCOCCOCCOCCOCCOCC1)N1C(=O)c2ccccc2C1=O (stereo not drawn),1.1,1.1,-9,9,0,-0.9,-7,3,-2
Cc1cc2c(cc1S(=O)(=O)N(C)C1CCCCC1)OCC(=O)N2,0.97,0.97,3,-1,-19,2.2,3,2,-1
Cc1ccc(OCC(=O)Oc2ccc(C(C)C)cc2)cc1,1,0.8,20,-4,-5,-2.2,-2,-9,-1
COc1cccc(CNC(=O)CCC2CCCN(Cc3cc4ccccc4o3)C2)c1 (stereo not drawn),1.1,1,-1,0,23,-1.6,-10,-5,2
COCCC(=O)N1CCC(Oc2ccc(C(=O)N3CCCCC3CCO)cc2)CC1 (stereo not drawn),0.95,0.98,2,0,2,-0.2,4,-9,-2
O=C(CSc1nnc(NC(=O)c2ccccc2F)s1)NCc1ccc(F)cc1,0.92,0.85,15,0,-1,2.4,8,-9,-6
Cc1ccc(NC(=S)N(CCCN2CCCC2)Cc2cccn2Cc2ccc(Cl)cc2)cc1,1,1,-2,5,12,2.5,-3,6,-6

Next section
structure,mIAP act,hIAP act,hIAP inh,APOBEC3A inh,ATG4B inh,MPTP block,mIAP inh,A3G deaminase,MIN6 prolif
CCOC(=O)c1c(NC(=O)CN2C(=O)NC3(CCC(C)CC3)C2=O)sc(C)c1-c1ccc(C)cc1 (stereo not drawn),1,1.1,-7,-5,4,1.4,-4,-9,-1
CN(C)S(=O)(=O)c1ccc(NC(=O)c2ccc([N+](=O)[O-])cc2)cc1,1.1,1,-4,-4,-5,0.4,-12,-6,-2
CCC1(c2ccccc2)NC(=O)N(CC(=O)N(C)CC(=O)Nc2cccc(OC)c2)C1=O (stereo not drawn),1,1,0,0,-4,-1.0,0,-2,5
Fc1ccc(C2CC(c3ccccc3)Nc3ncnn32)cc1 (stereo not drawn),0.92,0.9,10,-1,1,-1.4,8,1,-2
COc1ccc(CCNC(=O)Cn2c(=O)cnc3ccccc32)cc1,0.93,0.97,3,-8,-4,0.2,7,-13,0
CCOC(=O)c1c(CSc2nc(C)cc(C)c2C#N)n(C)c2cc(Br)c(OC(C)=O)cc12,0.87,1.1,-9,-1,-6,48,13,-4,-6
O=C(Nc1ccc(-n2cnnn2)cc1)c1cccc(S(=O)(=O)N2CCCC2)c1,1.1,0.97,3,0,-11,-0.2,-7,-2,3
C/C(=N\NC(=O)C(O)c1ccccc1)c1ccc(Br)s1 (stereo not drawn),0.96,1.1,-7,-4,-7,1.1,4,-3,0

Next structures follow:
structure,mIAP act,hIAP act,hIAP inh,APOBEC3A inh,ATG4B inh,MPTP block,mIAP inh,A3G deaminase,MIN6 prolif
Cc1cc(C(=O)Nc2c(F)cc(F)cc2Br)n(-c2ccccc2)n1,1,1.1,-14,0,-2,0.8,-2,-5,2
Cc1ccc(C(=O)COC(=O)c2ccco2)cc1C,0.96,0.91,9,-3,-1,-0.2,4,-4,-5
CCC(C(=O)OCC(=O)NC(=O)c1ccccc1)c1ccccc1 (stereo not drawn),1,1.1,-12,3,0,-0.8,-1,4,5
CCCCSCCCNC(=O)c1ccc(CS(=O)(=O)c2ccccc2OC)o1,1,0.97,3,-3,-2,0.1,-1,-1,-4
Cc1cc(NC(=O)c2ccc([N+](=O)[O-])cc2)n(C)n1,1,1.2,-22,-1,-8,1.8,-5,1,-2
CCC(C)Sc1ccc([C@H]2N[C@@](Cc3ccccc3)(C(=O)OC)[C@H]3C(=O)N(C)C(=O)[C@@H]23)cc1 (stereo partly drawn),0.94,1,-2,-2,-8,-1.4,6,-3,-6
COC(=O)c1cn(Cc2cccnc2)c(=O)c2ccccc12,1,1.2,-19,-2,-13,-3.8,-4,-5,-3
Cc1cc(C)cc(C(=O)Nc2nc3ccccc3[nH]2)c1,0.94,1.3,-32,-2,-4,0.3,6,-13,-4

Further results:
structure,mIAP act,hIAP act,hIAP inh,APOBEC3A inh,ATG4B inh,MPTP block,mIAP inh,A3G deaminase,MIN6 prolif
CC(=O)OCC#CCSc1nc2ccccc2n1C,1.1,0.91,9,-2,3,0.9,-8,-9,-3
OCCn1c(SC2CCCCC2)nc2ccccc21,0.99,0.95,5,0,-9,0.9,1,2,2
Cc1ccc(SCCNC(=O)c2ccc([N+](=O)[O-])c(C)c2)cc1,0.85,1.1,-6,-5,8,1.6,15,-7,-1
CC12CCC(C(=O)Nc3cccnc3)(CC1=O)C2(C)C (stereo not drawn),1,1.1,-9,3,-6,-1.8,-2,2,0
CN(C)/C=C(/C(=O)c1ccc(Cl)cc1)S(=O)(=O)c1ccccc1,1,1.1,-6,2,0,1.6,-1,0,-2
CC[n+]1c(-c2ccc(C)cc2)csc1Nc1c(C)n(C)n(-c2ccccc2)c1=O,1,0.93,7,2,1,3.5,-2,-4,0
O=C1NCCN1Cc1ccccc1F,1,0.95,5,2,7,-1.2,-4,-1,-3
COc1ccc(NC(=O)CCCc2c[nH]c3ccccc23)cc1OC,0.98,0.91,9,-3,-2,0.2,2,-7,2

More entries.
structure,mIAP act,hIAP act,hIAP inh,APOBEC3A inh,ATG4B inh,MPTP block,mIAP inh,A3G deaminase,MIN6 prolif
Cc1ccccc1NC(=O)Nc1ccccc1C(=O)NCc1ccccc1,1,1,-5,-4,-3,-0.1,-1,-4,1
Nc1cccc2nc3ccccc3cc12,1.1,0.97,3,35,-9,-2.9,-6,18,-8
Cc1ccc(S(=O)(=O)N2CCC(=O)N(C(COCc3cccc(C)c3)C(C)C)CC2)cc1 (stereo not drawn),0.98,1,-1,-2,-6,-0.7,2,-5,-1
CC1CCc2sc(C(=O)NCC(C)(C)N3CCOCC3)cc2C1 (stereo not drawn),0.97,1.1,-9,-1,-2,1.0,3,-5,-4
CC1(NC(=O)c2ccccc2)CCN(CCCc2ccccc2)C1=O (stereo not drawn),0.94,1.1,-12,-4,5,-0.3,6,-6,1
O=C(Cc1ccc(S(=O)(=O)N2CCOCC2)s1)NC1CCCCC1,0.95,0.95,5,24,-7,-0.2,5,0,-1
O=C(NCc1nnc(SC/C=C/c2ccccc2)o1)c1ccco1,0.91,1,-5,-1,-15,-2.1,9,-2,-1
O=C(COc1ccccc1)N=C1SC2CS(=O)(=O)CC2N1c1cccc(F)c1 (stereo not drawn),1,0.87,13,0,10,0.2,-1,-1,-1

2 entries drawn at random from the list so far, as already listed:
structure,mIAP act,hIAP act,hIAP inh,APOBEC3A inh,ATG4B inh,MPTP block,mIAP inh,A3G deaminase,MIN6 prolif
CC1CCc2sc(C(=O)NCC(C)(C)N3CCOCC3)cc2C1 (stereo not drawn),0.97,1.1,-9,-1,-2,1.0,3,-5,-4
CC1(NC(=O)c2ccccc2)CCN(CCCc2ccccc2)C1=O (stereo not drawn),0.94,1.1,-12,-4,5,-0.3,6,-6,1

(next part)
structure,mIAP act,hIAP act,hIAP inh,APOBEC3A inh,ATG4B inh,MPTP block,mIAP inh,A3G deaminase,MIN6 prolif
CCCCCn1c2nc3ccccc3nc2c2c(=O)n(CC(C)C)cnc21,0.99,0.95,5,0,0,-0.5,1,1,2
COc1ccc(NC(=O)CSc2nncn2C)cc1OC,0.99,1,-4,-6,-1,0.8,1,0,-1
Cc1onc(-c2ccccc2)c1C(=O)Nc1ccc2c(C)cc(=O)oc2c1,1.1,1.1,-10,-6,-4,-2.4,-15,-5,-1
CCOC(=O)Cn1cc(C(=O)C(C)(C)C)c2ccccc21,1,1.1,-5,-2,5,-1.5,-1,-7,-2
CC(=O)c1cccc(NC(=O)CSCc2ccccc2)c1,0.93,0.86,14,-4,-6,1.7,8,-13,1
COc1ccccc1OCC(=O)NNC(=O)c1ccc2c(=O)n3c(nc2c1)CCC3,1,1,-4,3,-2,-1.0,-2,0,1
